MITF inh – MITF inhibitors, primary screen, biochemical, AlphaScreen, human; Microphthalmia-associated transcription factor (Homo sapiens), O75030; AlphaScreen MITF homodimerization, bead proximity signal; inhibition, % at 2.6 µM; actives 0.91% (n = 650,000); in the data active = inhibition above about 50%;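 note: 0% = vehicle wells with protein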
Target sequence (O75030 whole entry, looked up): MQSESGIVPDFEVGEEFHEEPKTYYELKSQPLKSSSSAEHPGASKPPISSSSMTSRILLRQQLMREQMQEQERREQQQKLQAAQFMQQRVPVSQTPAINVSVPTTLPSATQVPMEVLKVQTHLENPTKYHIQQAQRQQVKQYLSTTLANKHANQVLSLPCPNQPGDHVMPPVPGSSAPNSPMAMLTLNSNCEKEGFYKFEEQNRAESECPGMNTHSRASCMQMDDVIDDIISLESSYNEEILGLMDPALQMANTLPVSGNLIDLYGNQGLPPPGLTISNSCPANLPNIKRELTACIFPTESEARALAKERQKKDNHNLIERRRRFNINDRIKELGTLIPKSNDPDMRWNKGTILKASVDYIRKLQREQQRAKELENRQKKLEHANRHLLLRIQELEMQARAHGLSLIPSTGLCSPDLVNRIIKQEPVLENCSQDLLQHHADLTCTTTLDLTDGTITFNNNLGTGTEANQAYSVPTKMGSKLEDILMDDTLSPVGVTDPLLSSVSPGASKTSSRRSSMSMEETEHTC
TEAD-YAP inh – TEAD-YAP interaction inhibition, primary screen, TEAD-YAP interaction inhibitor project, luminescence, HEK-TIYL cells. TEAD-Gal4/YAP UAS-luciferase luminescence. inhibition, % at 9.12 µM. actives 1.4% (n = 640,000). AID 1259422, 2018; in the data active = inhibition above about 32%;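 note: 0% = median of test compound wells and 100% = reference inhibitor wells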
GPR151 ag – activators of human GPR151, primary screen, cell-based, PathHunter beta-arrestin, luminescence. actives 1% (n = 650,000). AID 1508602, 2020. activation, % at 11.2 µM. G-protein coupled receptor 151 (Homo sapiens), Q8TDV0. PathHunter beta-arrestin GPR151 cells; in the data active = activation above about 4.9%;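 note: 0% = median of compound wells and 100% = cells with positive control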
Target sequence (Q8TDV0 whole entry, looked up): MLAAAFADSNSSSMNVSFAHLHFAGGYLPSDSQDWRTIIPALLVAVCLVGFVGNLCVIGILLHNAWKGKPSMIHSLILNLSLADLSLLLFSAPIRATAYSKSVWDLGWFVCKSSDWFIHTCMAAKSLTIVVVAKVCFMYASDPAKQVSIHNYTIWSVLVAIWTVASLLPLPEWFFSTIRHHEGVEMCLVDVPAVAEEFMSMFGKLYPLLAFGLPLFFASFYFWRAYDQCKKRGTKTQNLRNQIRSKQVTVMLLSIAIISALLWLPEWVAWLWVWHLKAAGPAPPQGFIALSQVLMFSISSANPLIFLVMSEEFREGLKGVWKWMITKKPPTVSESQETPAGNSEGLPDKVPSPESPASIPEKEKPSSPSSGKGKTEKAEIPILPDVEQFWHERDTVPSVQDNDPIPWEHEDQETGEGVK
FBW7 activator – FBW7 E3 ligase activators, primary screen, biochemical, AlphaScreen, human | AlphaScreen FBW7–phospho-cyclin E peptide binding, activator screen | F-box/WD repeat-containing protein 7 (Homo sapiens), Q969H0 | AID 1259310, 2017 | normalized activity (activation), % at 26.1 µM | actives 0.13% (n = 650,000); in the data active = normalized activity above about 1.9%;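 note: purified mutant Fbw7 with reduced substrate affinity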
Active calls of the source: *.

SMILES	MITF inh	TEAD-YAP inh	GPR151 ag	FBW7 activator
Cc1cncc2cccc(N3CCN(C(=O)C(N)c4ccc(F)cc4F)CC3)c12 (stereo unspecified)	-5	-5	1.4	0.2
c1ccc(-c2nnc3sc(-c4ccc5c(c4)OCCO5)nn23)cc1	-1	13	-0.2	-0.1
CCNC(=O)c1nn(CC2CC2)c2c1CN(Cc1nc3ccccc3s1)CC2	11	0	-0.8	0.2
COc1ccccc1N1C(=O)CC(NCCOC23CC4CC(CC(C4)C2)C3)C1=O (stereo unspecified)	8	-6	0.0	0.0
Cc1ccc(C2CC(c3cccc(Br)c3)n3nnnc3N2)cc1C (stereo unspecified)	6	6	0.1	0.1
Cc1ccc(NC(=O)C2CC(Cl)=CCC2C(=O)O)cc1 (stereo unspecified)	20	0	1.7	1.3
CCOc1ccc2nc(SC(C)C(=O)N3CCN(c4nc5ccc([N+](=O)[O-])cc5s4)CC3)sc2c1 (stereo unspecified)	3	12	-0.3	0.2
COc1ccc(-c2csc(/C(C#N)=C\Nc3ccccc3[N+](=O)[O-])n2)cc1	2	-6	1.7	-0.1
Cc1cc(OCCCn2ccnc2)cc(C)c1Cl	2	-3	0.2	-0.1
O=C(CCc1csc2nc(-c3ccc(Cl)cc3)cn12)NCc1ccco1	11	-14	3.8	-0.1
CCC(CC)C(=O)Nc1ccc(Br)cc1	-2	-9	-1.4	0.8
Cc1ccc(-c2cc(C(=O)N3CCC(C(N)=O)CC3)no2)cc1	8	-46	-0.1	0.2
COc1cc(C(=O)Nc2cccc(-c3cc4ccccc4oc3=O)c2)cc(OC)c1OC	-16	3	-0.7	0.1
CCNC(=O)n1cc(-c2ccnc3ccccc23)c(-c2ccncc2)n1	-5	-13	-0.9	-0.1
CCCCOc1ccc(C(=O)Nc2c3c(nn2-c2ccc(C)cc2)CS(=O)C3)cc1 (stereo unspecified)	8	2	-0.1	0.1
O=C(Nc1ccccc1Cl)C1C2CCCCC21 (stereo unspecified)	13	-2	1.8	0.0
O=C(CCCCCN1C(=O)CCC1=O)Nc1ccc(Cl)c(C(F)(F)F)c1	8	8	2.0	0.0
COC(=O)c1ccc2nc(-c3cccc(N)c3)cn2c1	0	78*	-8.6	0.1
CCOC(=O)c1c(NC(=O)c2c(OC)cccc2OC)sc(C(=O)OC)c1C	18	3	0.8	0.1
CC1=C(C(N)=O)C(c2cccnc2)n2nc(SCc3ccccc3Cl)nc2N1 (stereo unspecified)	-10	-1	0.6	0.0
COc1ccnc(N2CCC(N(CC3CC3)C(=O)c3ccc(S(C)(=O)=O)cc3)CC2)n1	4	-2	-0.3	0.1
C=CCN(c1ccc(C(=O)Nc2ccc(C)c(Cl)c2)cc1)S(C)(=O)=O	-9	-1	-1.2	0.2
C=CCNC(=O)c1cc2c(=O)n3cccc(C)c3nc2n(CCCC)c1=N	22	7	3.0	0.0
Cc1ncc([N+](=O)[O-])n1Cc1c(F)cccc1Cl	5	-8	-0.9	-0.3
COc1ccc(NC(=O)c2ccco2)cc1NC(=O)c1ccc(-c2cccc([N+](=O)[O-])c2)o1	-18	5	-1.2	0.2
CCOC(=O)c1c(NC(=O)c2cc(-c3ccc(Cl)cc3)nc3ccccc23)sc(C(C)=O)c1C	17	9	0.1	0.0
O=C1c2ccc(-c3ccc4c(c3)C(=O)N(c3c[nH]c(=O)[nH]c3=O)C4=O)cc2C(=O)N1c1c[nH]c(=O)[nH]c1=O	-10	8	0.3	-0.3
COc1ccc(-c2nnc(SCC(=O)c3cc(OC)ccc3OC)n2C)cc1	-1	8	1.2	0.0
COC(=O)c1c(NC(C)=O)sc2c1CCCCC2	16	10	-0.5	0.3
CCOc1ccc(NC(=O)C(C)Sc2nnnn2-c2cccc3ccccc23)cc1 (stereo unspecified)	8	-1	-1.6	0.2
Cc1ccc(C(=O)/C=C/c2ccc(-c3ccc(Cl)cc3)o2)o1	12	9	0.3	0.2
Cc1nn(C)c(C)c1NC(=O)CN1CCC(O)(c2ccc3c(c2)OCO3)CC1	8	1	-0.6	-0.1
O=C(O)C1CSC(c2cc([N+](=O)[O-])ccc2OCc2c(Cl)cccc2Cl)N1 (stereo unspecified)	0	18	0.4	-0.1
C/C(=N\NS(=O)(=O)c1ccc(C)cc1)C(C)(C)CC(=O)O	8	7	0.8	0.9
CC1=C(C(=O)Nc2ccccn2)C(c2ccc(F)cc2)C2=C(CCCC2=O)N1 (stereo unspecified)	-6	-2	-1.1	-0.1
COCCNc1ccc(-c2ccc(C(F)(F)F)cc2)cn1	-8	-57	-0.1	-0.3
O=C(CNCc1ccccn1)NCc1ccc(Cl)cc1	74*	5	1.1	-1.4
O=C(NCc1ccc(Cl)cc1)c1ccc2c(=O)n(Cc3ccc(Cl)cc3)c(=S)[nH]c2c1	0	5	0.6	0.0
COc1cccc(CNC(=O)CNC(=S)N(Cc2cc(OC)c(OC)c(OC)c2)C2CCCC2)c1	16	-2	-1.7	0.3
COc1ccc(-c2[nH]ncc2CN2CCC3(CCC(CNC(C)=O)O3)CC2)cc1 (stereo unspecified)	4	-13	-0.2	0.1
CCCCOC(=O)C1=C(C)NC2=C(C(=O)CC(C)(C)C2)C1c1cccc([N+](=O)[O-])c1 (stereo unspecified)	17	4	0.6	0.0
CCOC(=O)c1ccccc1NC(=O)CSc1nnc2[nH]c(=O)cc(C)n12	19	0	-2.2	0.1
O=C(CS(=O)(=O)c1ccc(F)cc1)Nc1cccc(-c2nc3ccccc3[nH]2)c1	-8	-12	0.0	-0.1
COc1ccc(NS(=O)(=O)c2c(N)n(C)c(=O)n(C)c2=O)cc1	11	-1	0.1	0.1
COc1ccc(OC)c(C(=O)c2ccc(C(=O)NCCO)cc2)c1	-9	13	-1.0	0.0
Cc1ncn(-c2ccc(Nc3ncc4cccc(-c5ccnc(N6CCOCC6)c5)c4n3)cc2)n1	17	29	1.7	0.5
CCOC(=O)CSC1=NN2CCS(=O)(=O)N=C2S1	-6	-3	0.9	-0.2
COc1cc(OC)cc(C(=O)NNC(=O)/C=C/c2ccccc2)c1	10	6	0.0	0.0
CCOc1ccc(C(=O)NCCCCNC(=O)c2ccc(OCC)cc2)cc1	12	-14	-0.5	0.1
CC1CCN(Cc2nnnn2CCCC(=O)N2CCNC(=O)C2c2cccc(F)c2)CC1 (stereo unspecified)	-20	-5	1.0	-0.1
COc1ccc(N2C(=O)C([n+]3ccccc3)=C(N)C2(C)C)cc1	-2	3	0.3	0.0
COC(=O)CN(C)C(=O)c1cccc(OC2CCN(S(=O)(=O)N(C)C)CC2)c1	-7	6	1.2	0.0
CCOc1cccc(NC(=O)/C(C#N)=C/c2cccnc2)c1	3	5	0.9	0.3
Cc1nc2sccn2c1-c1csc(Nc2ncccn2)n1	3	-13	-0.1	0.1
CC1=C(C(=O)N(C)C)C(c2cc(C)ccc2C)NC(=O)N1 (stereo unspecified)	4	22	-2.0	0.3
Cc1c(CN2CCN(C)C(CCO)C2)cnn1C (stereo unspecified)	11	9	0.7	0.0
COc1cccc(CNCc2ccc(Br)cc2)c1OC	12	-7	-0.4	0.2
c1ccc(Cn2c(C3COc4ccccc4O3)nc3ncc(-c4ccncc4)cc32)cc1 (stereo unspecified)	-6	47*	0.1	-0.1
COc1ccc(-c2[nH]ncc2CN(Cc2ccccc2)C(=O)/C=C/C(=O)O)cc1	4	0	0.2	0.4
Cc1ccccc1CN1CCN(CC(=O)NCCN2CCOCC2)C1=O	-5	-10	-0.1	-0.1
New compounds follow
SMILES	MITF inh	TEAD-YAP inh	GPR151 ag	FBW7 activator
Nc1c(N=Nc2ccccc2)ccc2nonc12	14	-73	-3.7	-1.0
Cc1cc(C)n(-c2nc3c(c(=O)[nH]c(=O)n3C)n2Cc2cccc(Br)c2)n1	-6	0	0.4	0.0
OC(CNC1CCCC1)COc1ccc(Cl)cc1 (stereo unspecified)	5	20	3.7	0.0
CCOC(=O)Cn1nnc(-c2ccccc2F)n1	-3	4	-1.4	0.1
O=C1CC(c2ccc(S(=O)(=O)N3CCCc4ccccc43)cc2)CN1 (stereo unspecified)	15	10	1.0	0.0
Cc1cccc(C(=O)Nc2ccc(S(=O)(=O)N3CCCC3)cc2)c1	-4	-10	-0.2	-0.2
CN(C)CCNc1ccn2ncc(-c3ccc(Cl)cc3)c2n1	-27	1	-0.1	-0.1
CCOC(=O)c1cnc2ccccc2c1Nc1cc(C(=O)O)ccc1C	-5	0	-1.4	-0.2
C=CCNC(=O)C(=O)c1c(C)n(C)c2ccccc12	22	-7	0.8	1.4
CCC(C)(C)n1nnnc1CN(CCCO)Cc1cc2cccc(C)c2[nH]c1=O	7	-2	1.0	-0.1
O=C(CSc1cn(Cc2ccc(F)cc2)c2ccccc12)Nc1ccc(F)cc1	7	4	0.4	0.0
Clc1ccccc1CSc1nc(NCc2ccccc2)c2ccccc2n1	3	-2	0.9	-0.2
COc1cccc(NC(=O)CN(C)S(=O)(=O)c2ccc3c(c2)CCC(=O)N3)c1	2	3	-0.2	0.0
Cc1ccccc1Nc1ncnc2c1cnn2-c1ccccc1	6	-61	-0.2	0.0
CCOC(=O)c1sc2nc(SCC(=O)C(C)(C)C)n(CC3CCCO3)c(=O)c2c1C (stereo unspecified)	1	-16	-0.7	0.5
COc1cccc(C(=O)NNC(=O)c2ccc([N+](=O)[O-])cc2)c1	1	-5	-1.1	0.0
O=C(Oc1cccc2ccccc12)c1ccc(Cl)c([N+](=O)[O-])c1	13	7	0.3	0.1
Cc1cccc(C)c1NC(=O)C(Cc1c[nH]c2ccccc12)NC(=O)Oc1ccccc1 (stereo unspecified)	21	6	1.6	0.9
NC(=O)c1ccc(NC(=O)CN2CCN(CC(=O)Nc3ccccc3Cl)CC2)cc1	11	5	0.1	0.0
O=C(Cn1cc(-c2nnc(-c3ccco3)o2)c2ccccc21)N1CCc2ccccc21	-7	-3	-0.4	0.0
O=c1nc(SCc2ccc(Cl)cc2Cl)c2c(n1CC1CCCO1)CCC2 (stereo unspecified)	-6	-11	0.8	-0.1
CCCCc1ccc(NC(=O)c2c(Cl)ccc(Cl)c2OC)cc1	-8	2	1.0	0.0
Cc1cccc(N2C(=O)c3ccc([N+](=O)[O-])cc3C2=O)n1	-18	-1	0.0	-0.2
NS(=O)(=O)c1ccc(Nc2nccc(-c3ccc(=O)[nH]c3)n2)cc1	9	7	-0.7	0.4

An excerpt from above in order of length of the SMILES, descending:
SMILES	MITF inh	TEAD-YAP inh	GPR151 ag	FBW7 activator
CCOC(=O)c1sc2nc(SCC(=O)C(C)(C)C)n(CC3CCCO3)c(=O)c2c1C (stereo unspecified)	1	-16	-0.7	0.5
O=C(Cn1cc(-c2nnc(-c3ccco3)o2)c2ccccc21)N1CCc2ccccc21	-7	-3	-0.4	0.0
NC(=O)c1ccc(NC(=O)CN2CCN(CC(=O)Nc3ccccc3Cl)CC2)cc1	11	5	0.1	0.0
CCC(C)(C)n1nnnc1CN(CCCO)Cc1cc2cccc(C)c2[nH]c1=O	7	-2	1.0	-0.1
O=C(CSc1cn(Cc2ccc(F)cc2)c2ccccc12)Nc1ccc(F)cc1	7	4	0.4	0.0
Cc1cccc(N2C(=O)c3ccc([N+](=O)[O-])cc3C2=O)n1	-18	-1	0.0	-0.2
O=c1nc(SCc2ccc(Cl)cc2Cl)c2c(n1CC1CCCO1)CCC2 (stereo unspecified)	-6	-11	0.8	-0.1
CCOC(=O)c1cnc2ccccc2c1Nc1cc(C(=O)O)ccc1C	-5	0	-1.4	-0.2
CCCCc1ccc(NC(=O)c2c(Cl)ccc(Cl)c2OC)cc1	-8	2	1.0	0.0
C=CCNC(=O)C(=O)c1c(C)n(C)c2ccccc12	22	-7	0.8	1.4
Cc1ccccc1Nc1ncnc2c1cnn2-c1ccccc1	6	-61	-0.2	0.0

Next section
SMILES	MITF inh	TEAD-YAP inh	GPR151 ag	FBW7 activator
CCOc1ccc(NC(=O)c2c(NC(=O)c3cccs3)sc3c2CCCC3)cc1	8	3	-1.0	0.0
Cc1cccnc1NC(=O)CCNS(=O)(=O)c1ccc2c(c1)c(=O)n(C)c(=O)n2C	5	-4	-0.2	-0.3
O=C(CNC(=O)c1ccccc1Cl)Nc1ccccc1C(F)(F)F	16	0	1.8	0.7
N#C/C(=C\c1c[nH]c2ccccc12)C(=O)Nc1ccccc1[N+](=O)[O-]	-1	-48	-0.7	0.0
CCc1cccc(C)c1N1CC(C(=O)O)CC1=O (stereo unspecified)	-4	7	-0.4	-0.1
CCCCn1c(CCNC(=O)C(C)(C)C)nc2ccccc21	2	2	-0.3	-0.1
COc1cccc(C2=Nn3c(nnc3-c3ccccc3)SC2)c1	5	10	0.0	0.8

Screens: PubChem, The Scripps Research Institute Molecular Screening Center
